# Source: PubChem
# PNC assembly inh: inhibitors of perinucleolar compartment assembly. PC3M PTB-GFP, PNC prevalence imaging, 16 h; hits give low values. activity change (PNC), negative = inhibition, % at 10 µM. 140,000 compounds, 3.1% hits. AID 2417;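 active = readout at or below -70, meaning at least 70% loss of cells showing the perinucleolar compartment, a nuclear body marking cancer cells; inconclusive = readout between -30 and a set limit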;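 note: plate controls were DMSO wells for no effect and camptothecin positive control wells for full effect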
#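 Compounds are pinned in duplicate onto adhered PC3M cells stably expressing GFP-tagged PTB and incubated 16 h at 37 C. Cells are then fixed, nuclei stained with Hoechst, and PNC-positive cells counted.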
# ALOX12 inhib: inhibitors of human 12-lipoxygenase (ALOX12) | P18054 | purified 12-hLO, xylenol orange hydroperoxide absorbance | Potency, µM (titrated, usually from 57.1 µM), inactives show at the highest dose activity change, negative = inhibition, most hits filed as inhibitors | 150,000 compounds, 0.12% hits; note: potency is the fitted concentration of half-maximal effect; nearly all actives have a fitted effect of over 55% in size; many of its hits are not listed in these tables
#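 Xylenol orange chromogenic assay: hydroperoxide from 12hLO oxidises Fe(II), giving red-shifted Fe(III)-XO absorbance. Conditions: 150 nM enzyme, 40 uM arachidonic acid, 25 mM Hepes pH 7.0, 0.01% Triton X-100, 30 min, room temperature.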
# IMPase inh: membrane-permeable compound that blocks inositol monophosphatase | AID 901 | P97697 | inhibition (IP1 accumulation), % at 46.1 µM | 120,000 tested, under 10 active | CHO-M1 cells, IP1 accumulation, HTRF TR-FRET ratio; active = well fitted curve in the direction sought with a large enough effect in the signal ratio, not every such curve was filed as active; inconclusive = small, poorly fitted or top-dose-only effect, or a change in a side signal; inactive = no such curve, though single readings can be large or run the other way; the % refers to the signal ratio;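 note: cells stimulated with carbachol in lithium chloride buffer; plate controls were DMSO basal wells for no effect and reference inhibitor wells for full effect; higher means more IMPase inhibition seen as more IP1 and lower FRET ratio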
# Target sequence (P97697 whole entry, looked up): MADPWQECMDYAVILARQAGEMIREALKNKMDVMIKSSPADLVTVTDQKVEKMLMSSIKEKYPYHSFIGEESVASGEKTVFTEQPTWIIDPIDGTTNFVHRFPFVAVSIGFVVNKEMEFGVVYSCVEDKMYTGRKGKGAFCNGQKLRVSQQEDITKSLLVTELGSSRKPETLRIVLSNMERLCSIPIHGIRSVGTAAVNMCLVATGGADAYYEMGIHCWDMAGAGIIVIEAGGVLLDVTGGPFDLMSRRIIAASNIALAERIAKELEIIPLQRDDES
#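 Elevated IP1 in lysates lowers TR-FRET signal (665/620 ratio and 620 channel reported). Cells were CHO-M1, given carbachol (50 uM as added) plus 50mM LiCl, pH 7.4, 30 min, 37C; compounds titrated up to 46 uM; AC50 by Hill equation.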
# ALOX15B inhib: inhibitors of human 15-lipoxygenase 2 (ALOX15B); O15296; purified 15hLO-2, xylenol orange hydroperoxide absorbance; Potency, µM (top dose mostly 57.1 µM), without a hit: at the highest dose activity change, negative = inhibition, most hits filed as inhibitors; 110,000 compounds, 0.56% hits; AID 881; note: potency is the fitted concentration of half-maximal effect; nearly all actives have a fitted effect of over 60% in size; many of its hits are not listed in these tables
# Target sequence (O15296 whole entry, looked up): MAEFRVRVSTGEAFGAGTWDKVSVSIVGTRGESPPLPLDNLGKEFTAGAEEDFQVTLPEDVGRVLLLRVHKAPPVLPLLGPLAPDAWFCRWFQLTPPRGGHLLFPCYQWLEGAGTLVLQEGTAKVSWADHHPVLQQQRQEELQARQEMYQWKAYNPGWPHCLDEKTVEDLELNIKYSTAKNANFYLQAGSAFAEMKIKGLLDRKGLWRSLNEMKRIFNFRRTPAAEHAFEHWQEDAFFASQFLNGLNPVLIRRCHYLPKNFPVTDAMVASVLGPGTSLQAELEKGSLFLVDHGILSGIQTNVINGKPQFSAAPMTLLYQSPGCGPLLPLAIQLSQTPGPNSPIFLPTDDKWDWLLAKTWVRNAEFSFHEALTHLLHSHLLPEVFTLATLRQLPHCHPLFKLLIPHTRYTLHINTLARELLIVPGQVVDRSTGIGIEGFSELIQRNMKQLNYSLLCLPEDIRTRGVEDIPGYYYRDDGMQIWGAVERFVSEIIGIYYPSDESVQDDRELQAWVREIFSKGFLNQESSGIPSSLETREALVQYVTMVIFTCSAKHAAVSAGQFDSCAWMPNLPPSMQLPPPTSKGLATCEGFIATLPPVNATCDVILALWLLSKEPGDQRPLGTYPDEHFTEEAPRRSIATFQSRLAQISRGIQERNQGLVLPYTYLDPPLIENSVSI
#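 Read-out: hydroperoxide product oxidises ferrous iron, measured as xylenol orange complex via the 573-to-405 nm absorbance ratio after 30 min. Reaction: 50 nM enzyme, 15 min compound preincubation, 45 uM arachidonic acid, 90 min RT, Hepes pH 7.5 with Triton X-100.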
# The depositor's hits bear a star; ? = inconclusive; . = no result given; [ ] = remark or other dose. Unless noted, calls come from the whole dose curve; as a rule, active = well fitted curve in the direction sought with a large enough effect; inconclusive = small, poorly fitted or top-dose-only effect, or another doubt; inactive = no such curve, though single readings can be large; an effect the other way counts as inactive or inconclusive. Unless noted, % is set by controls: 0 for no effect and ±100 for the full control effect.
SMILES,PNC assembly inh,ALOX12 inhib,IMPase inh,ALOX15B inhib
CCOCCCNC(=O)N[C@@H](C)C(=O)OC,31,-3%,-11,-4%
CCCCN(CC)CCNC(=O)CN(C)S(=O)(=O)c1ccc2c(c1)c(=O)n(C)c(=O)n2C,-1,8%,7,-3%
CCOC(=O)C1CCN(C(=O)c2c(-c3c(Cl)cccc3Cl)noc2C)CC1,?,0%,0,-1%
COc1ccccc1Cn1c(=O)c2ccccc2n2c(SCC(=O)N3CCCCC3)nnc12,?,-3%,?,.
COC(=O)c1ccc(NC(=O)c2ccccc2N(C)S(C)(=O)=O)cc1,-15,2%,0,-3%
CCCCC(NC(=O)c1ccc(Cl)cc1)C(=O)O (stereo not drawn),26,0%,-3,-3%
C=CCn1c(SCc2ccc(C#N)cc2)nnc1-c1cccc(OC)c1,5,-9%,-1,-3%
O=C(COC(=O)c1ccccc1C(=O)N1CCN(c2ccc(F)cc2)CC1)NCc1ccccc1,?,-5%,10,0%
Cc1cc(C(F)(F)F)nn1CC(=O)N1CCCC1,12,-1%,-3,14%
Cc1ccc(C2c3c(oc4ccccc4c3=O)C(=O)N2c2nnc(C(C)C)s2)o1 (stereo not drawn),22,-11%,-2,-4%
O=C(NNC(=O)c1cc2cc3ccccc3nc2s1)c1ccc(F)cc1,-8,0%,1,-21%
CCOC(=O)N1CCC(Nc2nc3ccccc3nc2NS(=O)(=O)c2ccc(Cl)cc2)CC1,-10,-5%,9,-11%

# Arranged by number of heavy atoms (largest number first): some entries from above.
SMILES,PNC assembly inh,ALOX12 inhib,IMPase inh,ALOX15B inhib
CCOC(=O)N1CCC(Nc2nc3ccccc3nc2NS(=O)(=O)c2ccc(Cl)cc2)CC1,-10,-5%,9,-11%
Cc1ccc(C2c3c(oc4ccccc4c3=O)C(=O)N2c2nnc(C(C)C)s2)o1 (stereo not drawn),22,-11%,-2,-4%
CCOC(=O)C1CCN(C(=O)c2c(-c3c(Cl)cccc3Cl)noc2C)CC1,?,0%,0,-1%

# The listing continues.
SMILES,PNC assembly inh,ALOX12 inhib,IMPase inh,ALOX15B inhib
Cc1ccnc(SCCn2c(N3CCCCC3)nc3c2c(=O)n(C)c(=O)n3C)n1,-5,-3%,15,-5%
O=C(CSc1cn(CCNC(=O)c2ccccc2)c2ccccc12)NCc1ccco1,-2,-4%,11,-15%
Clc1ccc(NC2=NCCCCC2)cc1,?,-10%,-4,3%
N#C/C(=C/c1cn(-c2ccccc2)nc1-c1cccc(OCc2ccccc2)c1)C(=O)NCCCn1ccnc1,?,1%,.,.
Cn1c(=O)c(=O)n(C)c2cc(S(=O)(=O)N3CCc4ccccc43)ccc21,?,-7%,7,-5%
CC1CCN(C(=O)CSc2nnc(Cc3cccn3C)n2CCc2ccccc2)CC1,-95*,-2%,-1,.
CCOC(=O)c1cc(C)sc1/N=C/C1=C(O)CCCC1=O,-29,-2%,.,.
O=C(c1cc(C(F)(F)F)cc(C(F)(F)F)c1)N1CCC2(CCCN(c3ccccc3)C2)CC1,.,-7%,.,14%
CC1CN(c2nc(-c3ccccc3)nc3ccccc23)CC(C)O1 (stereo not drawn),48,4%,-2,5%
Cc1cc(N2C(=O)C(O)=C(C(=O)c3cccs3)C2c2ccccc2)no1 (stereo not drawn),34,6%,?,33%[activator]
COc1c([N+](=O)[O-])c(=O)n(-c2ccccc2)c2ccccc12,25,-2%,.,.
COc1ccc(S(=O)(=O)N2CCC(C)CC2)cc1Br,36,-10%,11,-6%

# Some of the entries above in a different format:
# Each structure is followed by: PNC assembly inh | ALOX12 inhib | IMPase inh | ALOX15B inhib
- O=C(CSc1cn(CCNC(=O)c2ccccc2)c2ccccc12)NCc1ccco1
  -2 | -4% | 11 | -15%
- COc1c([N+](=O)[O-])c(=O)n(-c2ccccc2)c2ccccc12
  25 | -2% | . | .
- CCOC(=O)c1cc(C)sc1/N=C/C1=C(O)CCCC1=O
  -29 | -2% | . | .

# (further entries)
SMILES,PNC assembly inh,ALOX12 inhib,IMPase inh,ALOX15B inhib
COc1ccc(-c2csc(NC(=O)c3nc(-c4ccccc4)oc3C)n2)cc1,104,2%,5,36%[activator]
CC12CCC(CC1=O)C2(C)C (stereo not drawn),.,0%,.,-7%
Cc1cccc(NC(=O)/C(=C/c2cccc([N+](=O)[O-])c2)NC(=O)c2cccs2)c1,4,1%,11,.
COc1ccc(OC)c(NC(=O)CNC(=O)Cn2ccc3ccccc3c2=O)c1,8,2%,7,-4%
c1ccc2c(c1)NC(c1ccncc1)n1c-2nc2ccccc21 (stereo not drawn),16,-4%,0,-7%
CC(=O)c1cc2c(cc1NC(=O)CCn1cccc1)OCO2,1,-3%,-6,10%
COc1cc(SC)ccc1C(=O)Nc1ccc2c(c1)CCN2S(C)(=O)=O,5,-8%,2,-3%
O=C(Cc1c[nH]c2ccccc12)Nc1nccs1,13,-3%,7,-1%
COc1ccc2nc(C)[nH]c(=O)c2c1,-28,-4%,5,15%
O=C(NC1CCCCC1)C(c1cccs1)N(CC1CCCO1)C(=O)c1csnn1 (stereo not drawn),-26,-2%,-3,4%
COc1ccc(NS(=O)(=O)c2ccc3oc4ccccc4c3c2)cn1,-14,-14%,11,-14%
O=C(Nc1nnc(C2CC2)s1)c1cc(-c2ccccc2)nn1-c1ccccc1,-81*,1%,1,26%

# Single values from the results shown.
# `COc1ccc(-c2csc(NC(=O)c3nc(-c4ccccc4)oc3C)n2)cc1` in ALOX12 inhib is listed with 2%
# `COc1ccc(NS(=O)(=O)c2ccc3oc4ccccc4c3c2)cn1` in PNC assembly inh is listed with -14
# `COc1ccc2nc(C)[nH]c(=O)c2c1` in ALOX15B inhib is listed with 15%
# `c1ccc2c(c1)NC(c1ccncc1)n1c-2nc2ccccc21` (stereo not drawn) in PNC assembly inh is listed with 16
# `CC(=O)c1cc2c(cc1NC(=O)CCn1cccc1)OCO2` in ALOX12 inhib is listed with -3%

# The list goes on:
SMILES,PNC assembly inh,ALOX12 inhib,IMPase inh,ALOX15B inhib
NC(=O)CSc1nnc(-c2ccco2)n1N,16,5%,-2,2%
C=CCOC(=O)c1ccc(-n2cncn2)nc1,?,0%,4,2%
COc1ccccc1OCC(=O)Nc1ccc(S(=O)(=O)Nc2nc(C)cc(C)n2)cc1,32,1%,-1,7%
CCCS(=O)(=O)N1CCN(C(=O)c2ccccc2F)CC1,324,-5%,-9,.
Cc1ccc(Cn2cccc(NC(=O)c3ccco3)c2=O)cc1,?,-4%,-3[9.22 µM],-4%
COc1ccc(-n2c(C)nn(C)c2=O)cc1,53,-2%,1,5%
CC(C)Cn1c(C(C)C)nc([N+](=O)[O-])c1S(=O)(=O)c1ccc(F)cc1,37,-6%,10,5%
CCN(CC)CCNC(=O)c1c(O)c2cccc3c2n(c1=O)CCC3,21,-3%,0,34%[activator]
Clc1ccc(OCc2cnc(Cl)s2)cc1,19,-1%,0,-4%
CSc1nc(C)cc(SCC(=O)Nc2ccc(Cl)cc2Cl)n1,-24,-6%,.,.
CCCCN(C)CCCNC(=O)CN1C(=O)CSc2ccc(S(=O)(=O)N3CCOCC3)cc21,-27,3%,.,.
O=C(Nc1cccc(C(F)(F)F)c1)C(Sc1ncnc2ccccc12)c1ccccc1 (stereo not drawn),?,3%,5,.
CCSc1nnc(NC(=O)CC)s1,-13,-2%,9,-1%
O=C1CN(C(=O)CSc2nc3ccccc3n2CCc2ccccc2)c2ccccc2N1,2,-5%,.,.
Cc1ccc(S(=O)(=O)CC(=O)N(C)C)cc1,-100*,-2%,-6,.
Cc1nn(C)cc1CNC(=O)c1ccccc1Br,?,3%,5,0%
COC(=O)c1cc2occc2n1Cc1nc(-c2ccc(Cl)cc2)oc1C,16,6%,.,.
Nc1nc(SCC(=O)Nc2ccccc2-c2ccccc2)n[nH]1,-20,-3%,2,-1%
Cn1cccc1C(=O)N1CCC2(CC1)CN(Cc1cc(C(F)(F)F)cc(C(F)(F)F)c1)C2,.,-8%,.,7%
O=C(Nc1nc2c(s1)CCCC2)c1ccc(Br)s1,14,-12%,5,26%
COc1ccc(-n2cnnc2SCc2csc(-c3ccccc3)n2)cc1,10,-5%,-5,3%
CCn1c(O)c(N=NC2=NC(=O)CS2)c2ccccc21,-7,3%,14,-16%
COc1ccc(-c2cc(C(=O)N3CCCc4ccccc43)no2)cc1OC,-24,-11%,7,-5%
O=C(N/N=C/c1c[nH]c2c1ccc1ccccc12)c1ccc([N+](=O)[O-])cc1,-15,2%,-1,.
COc1ccc(-c2nc(-c3ccc4c(c3)OCO4)[nH]c2-c2ccc(OC)cc2)cc1,62,-22%,.,.
O=C(Nc1ccccc1C(F)(F)F)c1cc(-c2cccc(O)c2)on1,-17,-8%,-3,-2%
Cc1cc(C(F)F)n2ncc(C(=O)NCCc3ccc(Cl)cc3)c2n1,39,-2%,2,1%
Cc1ccccc1OCCC(=O)Nc1ccc(Cl)cc1F,?,-2%,.,.
COc1ccc(Nc2cnn(-c3nc4ccccc4s3)c(=O)c2Cl)cc1,38,-3%,.,.
COc1ccc(N2CCN(C(=O)c3ccc(CS(=O)(=O)c4ccc(OC)cc4)o3)CC2)cc1,6,3%,1,-7%
Cc1c(C(=O)Nc2ccc3c(c2)CCC3)cccc1[N+](=O)[O-],-114*,-6%,.,.
CCOc1ccc2nc(C(=O)N3CCCC(C)C3)sc2c1 (stereo not drawn),6,1%,.,.
CC(C)CCNC(=O)C(C)N(Cc1ccc(F)cc1)C(=O)c1ccc(CN2CCCCC2)o1 (stereo not drawn),?,3%,14,8%[2.29 µM]
Cl/C(=C\n1cncn1)c1ccc(Cl)cc1Cl,.,-14%,-2,-17%
CC(c1n[nH]c(=S)n1-c1ccc(Cl)cc1)N(C)C (stereo not drawn),4,1%,.,.
COc1ccc(CC(=O)OC(C)CN2CCCC2)cc1 (stereo not drawn),20,-2%,-9,4%
Cc1ccccc1C(=O)NC(=S)Nc1sc2c(c1C#N)CCC(C)C2 (stereo not drawn),?,?,-6,25µM*
CCOC(=O)N1CCN(CC(=O)Nc2c(C(=O)OC)[nH]c3cc(C)ccc23)CC1,6,1%,-16,-7%
Cc1cc(C)n2nc(S(=O)(=O)N(C)Cc3ccccc3)nc2n1,22,0%,-8,8%
CSc1ccc(S(=O)(=O)NC2CCCCC2)cc1,-23,-6%,7,-4%
COc1ccc(N2C(=O)c3ccccc3NC23C(=O)N(C)c2ccccc23)cc1 (stereo not drawn),-6,-1%,5,-6%
Cc1ccc(S(=O)(=O)N2CCCC2C(=O)OCc2nc3sc(C)c(C)c3c(=O)[nH]2)cc1 (stereo not drawn),7,-4%,.,.
C/C=C/c1ccc(OCCOc2ccc(C=O)cc2OC)c(OC)c1,-108*,-2%,-10,.
COc1ccc2c(CN(C)c3ccccc3)cc(=O)oc2c1,-20,-15%,4,-15%
CCC/C=C(\CCC)C(NC(=O)c1ccco1)c1ccc(C(=O)OC)cc1 (stereo not drawn),.,1%,.,5%
O=C(O)CC(=O)Nc1ccccc1C(=O)O,-6,-2%,-1,0%
CCC(C)(C(=O)NC1CCCC1)N(Cc1ccco1)C(=O)Cc1cccs1 (stereo not drawn),-7,-5%,9,-16%
COc1ccc(CCNCc2ccc(OCc3ccc(Cl)nc3)c(OC)c2)cc1OC,2,1%,-10,27%
Cc1ccc(/C=C/C(=O)C2C(=O)c3ccccc3C2=O)cc1,-8,-2%,3,-3%
O=C(CC1CCCCC1)NCC1CCCO1 (stereo not drawn),1,-4%,16,8%
Cc1cc(-c2nnc3sc(C4CCCCC4)nn23)n[nH]1,9,-4%,-5,-1%
CC(=O)Nc1ccc(N(C(=O)Cc2c[nH]c3ccccc23)C(C(=O)NC2CCCCC2)c2ccco2)cc1 (stereo not drawn),18,-2%,.,.
O=S1(=O)CCC(N=Cc2cc(Br)ccc2O)C1 (stereo not drawn),?,-11%,2,-5%

# These rows are one share of the data, so the mix of outcomes need not match the whole.
